# Screening data deposited in PubChem by National Center for Advancing Translational Sciences (NCATS).
# Integrin act MD: integrin-mediated muscular dystrophy alleviation activation; alpha7betagal myoblasts, beta-gal FDG fluorescence, 48 h; Potency, µM (top dose mostly 38.3 µM), for the others: top-dose activation, hits mostly activators; actives 0.064% (n = 350,000); AID 624291; active = well fitted activation curve with a large enough effect; inconclusive = small, poorly fitted or top-dose-only effect; inactive = no such curve, though single readings can be large or run the other way;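 note: potency is the fitted concentration of half-maximal effect; 100% = response of the positive control SU9516; nearly all actives have a fitted effect of over 60% in size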
#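 Alpha7betagal+/- myoblasts (passage 13) were plated 16-24 hr, then exposed to compounds (1:260 dilution of DMSO stock) for 48 hours at 37C. After MPER lysis, β-galactosidase reporter activity was read as FDG fluorescence (ex 480/em 540) after 30 minutes.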
# KCNH2 3.1 block: blocks the human KCNH2 3.1 channel isoform; U2OS KCNH2 3.1, thallium flux FluxOr; active compounds read low; activity change, % (tested at about 1.8 µM); actives 0.95% (n = 340,000);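 active = maximum activity change below -70%; inconclusive = maximum activity change from -70% to -50%; inactive = maximum activity change above -50%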;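 note: thallium influx rate constant from kinetic fluorescence after stimulation buffer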
#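 Normalized rate constant (relative to positive and negative DMSO controls) derived from a 2 min kinetic fluorescence read after stimulation; U2OS cells expressing the 3.1 isoform via virus at 1.77 x 10^8 /mL.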
# KCNH2 WT inh: inhibitors of human wildtype KCNH2 potassium channel; AID 720551; Q12809; activity change, % at 1.84 µM; U2OS, BacMam KCNH2, thallium flux FluxOr; active compounds read low; actives 0.37% (n = 340,000);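 active = maximum activity change below -70%; inconclusive = maximum activity change between -70% and -50%; inactive = maximum activity change above -50%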
# Target sequence (Q12809 whole entry, looked up): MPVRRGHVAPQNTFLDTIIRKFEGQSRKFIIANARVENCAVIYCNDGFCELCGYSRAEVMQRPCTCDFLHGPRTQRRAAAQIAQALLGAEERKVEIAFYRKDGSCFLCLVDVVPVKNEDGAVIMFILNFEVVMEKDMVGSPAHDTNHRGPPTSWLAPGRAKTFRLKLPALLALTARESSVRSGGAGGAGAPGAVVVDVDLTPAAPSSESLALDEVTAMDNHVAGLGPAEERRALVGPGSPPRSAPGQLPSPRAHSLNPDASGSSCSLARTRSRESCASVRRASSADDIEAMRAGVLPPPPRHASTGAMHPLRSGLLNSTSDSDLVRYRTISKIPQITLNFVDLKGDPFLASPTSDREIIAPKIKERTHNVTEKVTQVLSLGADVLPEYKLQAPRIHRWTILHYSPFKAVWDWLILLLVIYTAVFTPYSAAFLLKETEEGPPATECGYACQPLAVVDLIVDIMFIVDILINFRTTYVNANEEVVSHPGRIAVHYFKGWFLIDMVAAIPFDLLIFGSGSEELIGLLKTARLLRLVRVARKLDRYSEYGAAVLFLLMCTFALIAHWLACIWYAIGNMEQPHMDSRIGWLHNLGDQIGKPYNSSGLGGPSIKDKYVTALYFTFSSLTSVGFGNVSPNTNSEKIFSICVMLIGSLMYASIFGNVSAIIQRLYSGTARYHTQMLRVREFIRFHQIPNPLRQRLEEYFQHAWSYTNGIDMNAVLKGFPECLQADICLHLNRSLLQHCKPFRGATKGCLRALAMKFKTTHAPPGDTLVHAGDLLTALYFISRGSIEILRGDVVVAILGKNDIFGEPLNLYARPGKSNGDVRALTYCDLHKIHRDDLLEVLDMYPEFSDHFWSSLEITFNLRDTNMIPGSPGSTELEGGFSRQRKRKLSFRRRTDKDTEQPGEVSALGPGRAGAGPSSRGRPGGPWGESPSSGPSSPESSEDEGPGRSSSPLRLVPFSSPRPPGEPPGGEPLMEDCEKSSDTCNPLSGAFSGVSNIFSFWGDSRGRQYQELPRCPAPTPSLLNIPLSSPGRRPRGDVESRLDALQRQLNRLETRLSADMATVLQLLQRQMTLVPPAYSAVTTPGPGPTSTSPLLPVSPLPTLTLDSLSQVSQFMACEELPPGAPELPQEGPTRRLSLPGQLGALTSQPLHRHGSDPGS
#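 U2OS cells were transduced with wild-type KCNH2 virus (2.03 x 10^8 / mL) for 4 h at room temperature, then cultured overnight at 37 C. Thallium flux was read with FluxOr dye. Rate constants were normalized to DMSO controls.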
# The depositor's hits bear a star; ? = inconclusive; [ ] = remark or other dose. Unless noted, % is set by controls: 0 for no effect and ±100 for the full control effect. Not all compounds are listed; rates above refer to the full screens.
SMILES,Integrin act MD,KCNH2 3.1 block,KCNH2 WT inh
COc1ccc(S(=O)(=O)N2CCC(C(=O)NCCC(=O)NCc3ccccn3)CC2)cc1,-5%,7,-27
C[C@@H]1CN([C@H](C)CO)C(=O)c2cc(Br)cnc2O[C@@H]1CN(C)Cc1ccc(F)cc1,-11%,11,-9
c1ccc(COc2ncnc3c2ncn3CCCN2CCN(c3ncccn3)CC2)cc1,21%,-3,4
Cc1ccc(S(=O)c2ccc([N+](=O)[O-])c3nonc23)cc1 (centres undefined),-49%[inhibitor],-1,-1
COc1cccc2sc(=NC(=O)CS(=O)(=O)c3ccccc3)n(C)c12,-3%,-2,-2
Cc1noc(C)c1NC(=O)N(C)C[C@@H]1OCc2cnnn2CCCC(=O)N([C@@H](C)CO)C[C@@H]1C,4%,9,4
C[C@H](CO)N1C[C@H](C)[C@@H](CN(C)S(=O)(=O)c2cn(C)cn2)OCc2cnnn2CCCC1=O,16%,7,6
Cc1cc(C)c2c(=O)n3c(nc2c1)C(CC(C)C)NC(=O)c1cc2ccccc2cc1-3 (centres undefined),14%,-31,-12
CC(C)N(C(=O)Cn1cc(S(=O)(=O)CC(=O)NCCc2ccccc2)c2ccccc21)C(C)C,-12%,0,-2
Cc1cccc(NC(=O)c2cc([N+](=O)[O-])ccc2N2CCOCC2)c1C,-1%,3,2
Cc1ccc([C@H]2N[C@]3(CCCN(Cc4ccc(F)cc4)C3=O)[C@H]3C(=O)N(Cc4ccccc4)C(=O)[C@@H]23)cc1,2%,-9,8
NC(=O)c1[nH]cnc1N=NN(CCO)Cc1ccccc1,-11%,3,0
CO[C@H](C(=O)N(C)C[C@@H]1OCc2ccccc2-c2c(n(C)c3ccccc23)C(=O)N([C@H](C)CO)C[C@@H]1C)c1ccccc1,-11%,-7,0
COc1ccc(CNC(=O)COC(=O)c2c(NC(C)=O)sc(C)c2C)cc1OC,-6%,14,3
COc1ccccc1N1CCN(S(=O)(=O)CCNC(=O)c2cccs2)CC1,2%,5,1
O=S(=O)(c1ccc(F)c(F)c1)N1CCCCCCC1,-3%,-3,13
COc1ccccc1S(=O)(=O)N(C)C[C@@H]1OCc2cnnn2CCCC(=O)N([C@@H](C)CO)C[C@@H]1C,7%,-13,-4
COc1ccccc1C(=O)NCCN1CCCC1,-9%,13,-3
CCOC(=O)c1c(C)[nH]c(C(=O)N(C)CC(=O)Nc2ccc(OCC)c(OCC)c2)c1C,3%,-13,0
Fc1ccc(-c2nc3ccc(Cl)cn3c2Cc2ccccc2)cc1,-19%,-6,0
Cc1ccc([C@H]2N[C@]3(CCCN(Cc4ccc(C(F)(F)F)cc4)C3=O)[C@H]3C(=O)N(Cc4ccccc4)C(=O)[C@@H]23)cc1,14%,32,-10
O=C(CNC(=O)N1CC(=O)Nc2ccccc21)Nc1ccc(Br)cc1F,4%,2,14
COc1ccc(NC(=O)CN2c3cccc4cccc(c34)S2(=O)=O)cc1OC,8%,0,-16
C=CCNC(=O)CSc1nnc(-c2cccc(S(=O)(=O)N3CCOCC3)c2)o1,4%,-3,13
Cc1cc(OCc2cc(C(=O)NC(C)c3cnn(C)c3)no2)cc(C)c1Cl (centres undefined),9%,2,11
COc1ccc(N2C[C@H](CSC)[C@@H](CC(=O)Nc3ccccc3)C2=O)cc1,16%,1,1
C[C@H](CO)N1C[C@H](C)[C@H](CN(C)C(=O)Nc2cccc(F)c2)Oc2cc(C#CC3(O)CCCC3)ccc2S1(=O)=O,0%,5,-13
COc1cccc(NC(=O)COC(=O)c2ccc3c(c2)OCCO3)c1,5%,-10,-6
CCCCCCN1C[C@H](O)[C@@H](n2cc(COC(=O)c3ccccc3)nn2)C[C@@H]1c1ccccc1,12%,-8,7
CC(C)CC1C(=O)N(Cc2cn(CC3CCCCC3)nn2)CCS(=O)(=O)N1Cc1ccc(-c2ccncc2)cc1 (centres undefined),-18%,2,11
COc1ccccc1S(=O)(=O)N(C)C[C@H]1OCc2cn(nn2)CCCC(=O)N([C@H](C)CO)C[C@@H]1C,-4%,9,-23
COc1ccc(NC(=O)Cn2c([N+](=O)[O-])cnc2C)c(OC)c1,9%,5,-4
Cc1ccc(CNC(=O)c2ccc(S(=O)(=O)N3CCCC3)cc2)cc1,-1%,-3,?
Cc1ccc(-c2ccc3c(c2)O[C@H](CN(C)C(=O)CC2CC2)[C@H](C)CN([C@@H](C)CO)S3(=O)=O)cc1,2%,9,-11
NC(=O)N/C=C1\CCCOC1=O,-3%,14,-9
CC1(C)CC(=O)C(CC(=O)c2ccccc2)=C(NN=C(N)N)C1,-6%,1,22

# Whole records as entered above. Values in the order: Integrin act MD	KCNH2 3.1 block	KCNH2 WT inh
# `COc1ccc(NC(=O)Cn2c([N+](=O)[O-])cnc2C)c(OC)c1` in the list: 9%	5	-4
# `Cc1ccc(-c2ccc3c(c2)O[C@H](CN(C)C(=O)CC2CC2)[C@H](C)CN([C@@H](C)CO)S3(=O)=O)cc1` in the list: 2%	9	-11
# `NC(=O)N/C=C1\CCCOC1=O` in the list: -3%	14	-9
# `CCCCCCN1C[C@H](O)[C@@H](n2cc(COC(=O)c3ccccc3)nn2)C[C@@H]1c1ccccc1` in the list: 12%	-8	7
# `Cc1cc(OCc2cc(C(=O)NC(C)c3cnn(C)c3)no2)cc(C)c1Cl` (centres undefined) in the list: 9%	2	11

# (further entries)
SMILES,Integrin act MD,KCNH2 3.1 block,KCNH2 WT inh
S=C(NN=Cc1ccccn1)Nc1ccccn1,-61%[inhibitor],-7,8
COc1cc(NC(C)=O)c2ncccc2c1Br,14%,12,16
O=C(NCC(c1cccs1)N1CCOCC1)c1cc(F)cc(F)c1 (centres undefined),-39%[inhibitor],-11,-14
C[C@@H]1CN([C@@H](C)CO)C(=O)CCCn2nncc2CO[C@@H]1CN(C)S(=O)(=O)c1ccc2ccccc2c1,3%,6,-1
CCC/C=C/c1ccc(CN2C(CC(C)C)C(=O)N(Cc3cn(CCC4OCCO4)nn3)CCS2(=O)=O)cc1 (centres undefined),-56%[inhibitor],-28,-1
C(#CSCc1ccccc1)SCc1ccccc1,9%,2,10
CCN(CC)C(=O)C1=C(C)N(CCC2=CCCCC2)C(=O)C(CC(=O)NCCc2ccccn2)C1 (centres undefined),-16%,18,9
CC(C)=CC(=O)N1CCC(Oc2cccc(C(=O)NCc3ccccn3)c2)CC1,6%,14,-1
C[C@H]1CN([C@@H](C)CO)C(=O)c2c(c3ccccc3n2C)-c2ccccc2CO[C@H]1CN(C)C(=O)[C@@H]1CCCN1C,8%,-7,-12
O=C1NN(CCO)C(=S)Nc2ccccc21,12%,5,-3
CCN(CC)c1ccc(C(=O)NNC(=O)C2CCN(c3ncnc4sc(C)c(C)c34)CC2)cc1,-11%,-1,3
CC(=NNC(N)=O)C1CC2CCC1CC2 (centres undefined),20%,0,-18

# Of the compounds above, four contain two or more sulfur atoms:
SMILES,Integrin act MD,KCNH2 3.1 block,KCNH2 WT inh
COc1cccc2sc(=NC(=O)CS(=O)(=O)c3ccccc3)n(C)c12,-3%,-2,-2
COc1ccccc1N1CCN(S(=O)(=O)CCNC(=O)c2cccs2)CC1,2%,5,1
C=CCNC(=O)CSc1nnc(-c2cccc(S(=O)(=O)N3CCOCC3)c2)o1,4%,-3,13
C(#CSCc1ccccc1)SCc1ccccc1,9%,2,10

# Other compounds.
SMILES,Integrin act MD,KCNH2 3.1 block,KCNH2 WT inh
CCc1cc(C(=O)Nc2cc(S(=O)(=O)N3CCCCC3)ccc2N2CCN(C)CC2)sc1C,-64%[inhibitor],-1,7
O=C(Cc1cccc2ccccc12)NCC(=O)N1CCN(CC(=O)Nc2ccc(F)cc2)CC1,1%,-3,9
CC1=C(C#N)C(=O)NC1(C)O (centres undefined),11%,20,-22
NC(=O)c1ccsc1NC(=O)COC(=O)CCc1ccccc1,0%,-13,6
Cc1cccc(NC(=O)c2ncn3c2C(=O)N[C@@H](C)C3)c1,10%,13,2
O=C(O)CC(c1ccccc1)c1ccc2c(c1)OCO2 (centres undefined),-15%,7,-7
NC(=O)c1ccc(NC(=O)COC(=O)C23CC4CC(CC(C4)C2)C3)cc1,-2%,-10,5
CCC(C)C(CO)NCCCn1cnc2c(SC)ncnc21 (centres undefined),-10%,9,3
C[C@@H]1CN([C@H](C)CO)C(=O)CCCn2cc(nn2)CO[C@H]1CN(C)S(=O)(=O)c1ccc(Oc2ccccc2)nc1,-7%,17,11
Cc1csc(=O)n1CCC(=O)OCC(=O)N(C)c1c(N)n(Cc2ccccc2)c(=O)[nH]c1=O,2%,13,-7
C[C@H]1CN([C@@H](C)CO)C(=O)CCCn2cc(nn2)CO[C@@H]1CN(C)C(=O)Nc1cccc2ccccc12,-7%,-8,-16
CCN(CC(=O)NC(C)(C)C)C(=O)c1cccc(S(=O)(=O)N2CC3(C)CC2CC(C)(C)C3)c1 (centres undefined),24%,-4,-5
COc1cc(CNC[C@H]2O[C@@H](n3ccc(N)nc3=O)[C@H](O)[C@@H]2O)ccc1OCc1ccc(C)cc1,3%,-2,3
Cc1ccc(S(=O)(=O)NN(Cc2ccccc2)Cc2ccccc2)cc1,-11%,-2,1
COc1ccc(C=CC(=O)c2ccc(OC)c(OC)c2)cc1O,-5%,7,-5
Cc1ccc(S(=O)(=O)NCCc2nnc3ccc(N4CCOCC4)nn23)cc1,-6%,-5,0
Cc1ccc2c(=O)n3c(nc2c1)C(Cc1ccc(O)cc1)NC(=O)c1cc2ccccc2cc1-3 (centres undefined),-44%,-5,3
C[C@H](CO)N1C[C@H](C)[C@H](CN(C)C(=O)Nc2ccc(-c3cccs3)cc2)OCc2cnnn2CCCC1=O,-1%,4,-4
CCN1C(=O)c2cccc3c(S(=O)(=O)N(C)C)ccc1c23,26%,13,13
CC1(C)Cc2c(sc(NC(=O)Cc3ccccc3)c2C#N)C(C)(C)N1,-54%[inhibitor],18,26
C[C@H]1CN([C@@H](C)CO)C(=O)c2cc(C#Cc3cccnc3)cnc2O[C@H]1CN(C)Cc1ccc(F)cc1,-24%,-1,-11
O=C(Nc1ccc2c(c1)CN(C(=O)Nc1ccc(F)cc1)CC2)c1ccccn1,-44%,-9,-1
COc1ccccc1C#CC1=CC(=O)CC(C)(C)C1,-41%,21,-8
CNC(=O)C[C@H]1C(=O)N(CCc2ccccc2)C[C@@H]1CSC,-1%,5,-2
C#CCN(C[C@H]1[C@H](OC(=O)NCc2ccc(OC)c(OC)c2)[C@H](OC(=O)NCc2ccc(OC)c(OC)c2)C[C@H]2C(=O)N(c3ccccc3)C(=O)[C@@H]12)S(=O)(=O)c1ccc(C)cc1,5%,-4,1
Cc1cccc(C(=O)NNC(=O)C2CCCCC2)c1O,-24%,-19,0
CCC(Sc1nc2ccsc2c(=O)n1Cc1ccc(C(=O)O)cc1)C(=O)Nc1ccc(Cl)cc1 (centres undefined),-7%,10,-15
COCCCNC1=C(C#N)C(=O)NC2(CCCC2)S1,-6%,2,-11
Cc1cccc(N(CC(=O)NCc2ccco2)S(=O)(=O)c2ccccc2)c1,-11%,-1,9
COc1ccc(C=C2NC(=O)NC2=O)cc1O,18%,-38,-5
CCCCN1C(=O)C(CC(=O)NC2CCCC2)CC(C(=O)N(C)C)=C1C (centres undefined),8%,10,-12
C[C@@H]1CN([C@@H](C)CO)S(=O)(=O)c2ccc(Br)cc2O[C@H]1CN(C)C(=O)c1ccccc1F,-16%,3,-16
COc1ccc(C(=O)N/C(=C\c2cn(S(=O)(=O)N(C)C)c3ccccc23)C(=O)N2CCCC2)cc1,-15%,-12,5
Nc1ccccc1SC(CC(=O)c1ccccc1)c1cccc([N+](=O)[O-])c1 (centres undefined),0%,-15,-5
COc1ccncc1-c1ccc(C2=CC(=O)CC(C)(C)C2=O)cc1,21%,-5,-3
